Screening results (PubChem BioAssay)
TGFb inhibitor = qHTS for Inhibitors of TGF-b; 410,000 compounds, 1.2% hits; AID 588855, 2011; Potency, µM (doses to about 46.1 µM), inactives show at the top dose activity, negative = inhibition, hits mostly inhibitors; HepG2 CAGA-GFP TGF-b/SMAD3 reporter, GFP fluorescence, 18 h; TGF-beta stimulated, 500 pg/mL final; note: potency is the fitted concentration of half-maximal effect; % is set by controls: 0 for no effect and ±100 for the full control effect; nearly all actives have a fitted effect of over 65% in size
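Read-out: total well GFP (ex488/em500-530) summed from mean per-cell fluorescence. Cells: HEPG2 CAGA-GFP, 1% FBS DMEM, 18 h at 37 degrees C with 500 pg/mL final TGF-beta. Unstimulated wells served as the full-inhibition control; stimulated DMSO wells = 0%.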
pAkt inh = HTS Assay for Inhibitors of Akt Phophorylation: Primary Screen | Neuro2A IGF-stimulated pAkt S473 HTRF, 20 min; hits give low values | activity change, % for hits at 50 µM | 360,000 compounds, 0.32% hits | AID 651550, 2012; in the data active = activity change below about -80%; inconclusive = mostly about -51% to -80%; note: % is set by controls: 0 for no effect and ±100 for the full control effect
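Neuro2A cells (4,500/well, DMEM with 0.5% FBS) were treated with compound at a single 50 µM final concentration, stimulated with 6 nM IGF for 20 min at 37 °C, and lysed. Phospho-Akt Ser473 was read by HTRF as 665/615 ratio ×10^4.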
CCT modulator = High-Throughput Screening for Modulators of Cytosolic Chaperonin Activity; purified chaperonin ATPase assay, HTRF ADP detection, 30 min; activity change, % (test concentration not listed), hits read low; 360,000 compounds, 0.3% hits; AID 651819, 2012; in the data active = activity change below about -30%; note: % is set by controls: 0 for no effect and ±100 for the full control effect
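TRiC at 40 or 20 nM final (batch-dependent) in 30 mM Tris pH 7.4, 100 mM KCl, 5 mM MgCl2, 1 mM DTT, with compound at single 76 uM and 10 uM ATP, 30 min at 37 deg C. ADP detected by HTRF Transcreener, 665/615 ratio.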
EPAC2 ag = qHTS for Agonist of cAMP-regulated guanine nucleotide exchange factor 4 (EPAC2): primary screen. Rap guanine nucleotide exchange factor 4 (Homo sapiens), Q8WZA2. EPAC2 activation, biochemical qHTS; response scale: 100% = 6.5 mM cAMP response. Potency, µM (highest dose often 154 µM), without a hit: at the highest dose activation, actives largely listed as activators. 360,000 compounds, 0.079% hits. AID 720711, 2013; note: potency is the fitted concentration of half-maximal effect; nearly all actives have a fitted effect of over 50% in size
Target sequence (Q8WZA2 whole entry, looked up): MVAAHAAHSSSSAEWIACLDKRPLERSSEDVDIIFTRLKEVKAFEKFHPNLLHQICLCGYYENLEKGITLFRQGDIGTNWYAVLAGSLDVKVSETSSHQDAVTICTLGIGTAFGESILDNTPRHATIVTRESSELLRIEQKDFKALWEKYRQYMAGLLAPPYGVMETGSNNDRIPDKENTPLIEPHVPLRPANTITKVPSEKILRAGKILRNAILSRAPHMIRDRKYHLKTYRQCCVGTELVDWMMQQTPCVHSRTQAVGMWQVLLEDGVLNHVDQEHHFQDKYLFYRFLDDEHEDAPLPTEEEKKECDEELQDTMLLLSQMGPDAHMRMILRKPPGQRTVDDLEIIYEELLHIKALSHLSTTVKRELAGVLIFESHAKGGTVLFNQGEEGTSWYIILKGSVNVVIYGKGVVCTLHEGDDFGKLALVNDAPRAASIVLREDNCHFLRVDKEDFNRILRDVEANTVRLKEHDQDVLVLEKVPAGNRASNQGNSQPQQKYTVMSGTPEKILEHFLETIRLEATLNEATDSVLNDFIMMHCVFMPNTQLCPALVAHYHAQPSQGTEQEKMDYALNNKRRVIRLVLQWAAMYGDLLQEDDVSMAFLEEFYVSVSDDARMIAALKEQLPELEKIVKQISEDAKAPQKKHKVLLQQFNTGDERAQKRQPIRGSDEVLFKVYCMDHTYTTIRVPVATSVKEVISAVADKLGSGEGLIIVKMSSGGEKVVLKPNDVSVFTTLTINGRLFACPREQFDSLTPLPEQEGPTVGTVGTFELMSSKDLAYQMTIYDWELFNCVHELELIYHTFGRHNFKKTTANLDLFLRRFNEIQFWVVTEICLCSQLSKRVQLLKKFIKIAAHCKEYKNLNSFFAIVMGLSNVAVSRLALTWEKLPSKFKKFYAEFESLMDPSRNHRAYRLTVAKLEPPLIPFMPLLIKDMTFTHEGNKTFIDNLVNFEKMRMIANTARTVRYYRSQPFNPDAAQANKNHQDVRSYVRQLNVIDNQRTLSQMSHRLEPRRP
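qHTS, titration series. 100 nM EPAC2 / 250 nM Rap1B-BODIPY-GDP / 50 uM GDP; RT; ex 480/em 540 nm, 5-min reads to 30 min. Norm. to 6.5 mM cAMP = activation.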
Nrf2 ARE act = qHTS of Nrf2 Activators | AREc32 ARE-luciferase reporter (MCF7-derived line), luminescence, 24 h | Potency, µM (series often up to 46.1 µM), inactives show at the top dose activation, most hits filed as activators | 410,000 compounds, 0.31% hits | AID 624171, 2012; note: potency is the fitted concentration of half-maximal effect; % of control where 0% means no effect; nearly all actives have a fitted effect of over 65% in size
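AREc32 cells carrying an ARE-driven firefly luciferase, 1000 cells/well in OPTI-MEM with 5% FBS, dosed after overnight attachment and incubated 24 hr at 37 deg C. Steady-Glo luminescence read after 30 min at RT.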
Nrf2 block = Nrf2 qHTS screen for inhibitors; A549 ARE-Fluc reporter, luciferase luminescence, 18-24 h; Potency, µM (series often up to 46 µM), inactives show at the top dose activity change, negative = inhibition, usual class: inhibitors; 360,000 compounds, 2.1% hits; AID 504444, 2011; note: potency is the fitted concentration of half-maximal effect; % is set by controls: 0 for no effect and ±100 for the full control effect; nearly all actives have a fitted effect of over 60% in size
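Reporter: ARE-Fluc in A549. Exposure: 18-24 h, 37 °C, 5% CO2, 5% FBS OPTI-MEM. Readouts: fluorescent cytotoxicity (CellTiter-Fluor), then luminescent Nrf2 signal after BugLite.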
EPAC2 antagonist = qHTS for Antagonist of cAMP-regulated guanine nucleotide exchange factor 2 (EPAC2): primary screen; Potency, µM (top dose mostly 114 µM), for the others: at the top dose activity, negative = inhibition, actives largely listed as inhibitors; Rap guanine nucleotide exchange factor 4 (Homo sapiens), Q8WZA2; 360,000 compounds, 0.18% hits; EPAC2 GEF exchange of Rap1B-BODIPY-GDP, fluorescence; AID 720708, 2013; note: potency is the fitted concentration of half-maximal effect; % is set by controls: 0 for no effect and ±100 for the full control effect; nearly all actives have a fitted effect of over 45% in size; many of its hits are not listed in these tables
A549 viability = Nrf2 qHTS screen for inhibitors: counterscreen for cytotoxicity; A549 ARE-Fluc cells, CellTiter-Fluor viability, 18-24 h; Potency, µM (doses to about 46 µM), inactives show top-dose activity change, negative = cytotoxicity, actives largely listed as inhibitors; 390,000 compounds, 0.16% hits; AID 504648, 2011; note: potency is the fitted concentration of half-maximal effect; % is set by controls: 0 for no effect and ±100 for the full control effect
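A549 ARE-Fluc cells in 5% FBS OPTI-MEM, 5000 cells/well, rested 2 h then exposed to compounds in concentration-response for 18-24 h at 37 °C. Viability by CellTiter-Fluor fluorescence (Ex 405/Em 525) after 30 min; luciferase luminescence (BugLite, 15 min, RT) read afterwards.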
MmCpn inh = Inhibitors of TCP-1 ring complex (TRiC) of Methanococcus maripaludis (MmCpn): qHTS. Chaperonin Mm-Cpn (Methanococcus maripaludis). purified Mm-Cpn ATPase, ADP Transcreener TR-FRET. Potency, µM (titrated, usually from 76.9 µM), for inactives: top-dose activity, negative = inhibition, most hits filed as inhibitors. 330,000 compounds, 0.031% hits; note: potency is the fitted concentration of half-maximal effect; % is set by controls: 0 for no effect and ±100 for the full control effect; nearly all actives have a fitted effect of over 80% in size
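Eu-cryptate anti-ADP/ADP-d2 competition gives a ratio inversely related to ADP. Enzyme at 25 nM was pre-exposed to compound for 10 min, then given 10 uM ATP for 30 min, 37°C throughout.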
Starred values were filed as active, the others as inactive; i = inactive; ? = inconclusive; nt = no result given; [ ] = dose if it differs, or a comment. Unless noted, calls come from the whole dose curve; as a rule, active = well fitted curve in the direction sought with a large enough effect; inconclusive = small, poorly fitted or top-dose-only effect, or another doubt; inactive = no such curve, though single readings can be large; an effect the other way counts as inactive or inconclusive. Some of the compounds tested; rates above refer to the full screens.

structure | A549 viability | Nrf2 ARE act | CCT modulator | MmCpn inh | Nrf2 block | pAkt inh | TGFb inhibitor | EPAC2 antagonist | EPAC2 ag
CCC(C(=O)NCCCN1CCOCC1)n1c2ccccc2c2nc(=O)cc(C)n21 (stereo not drawn) | 0% | -0.8% | -1.0 | ? | -5% | i | 8% | 7% | 4%
CCS(=O)(=O)N1Cc2ccccc2CC1C(=O)OCC(=O)Nc1ccc(C)cc1 (stereo not drawn) | -7% | -0.5% | -0.6 | -1% | nt | i | -30% | -1% | 14%
CCOC(=O)N1CCN(C(=S)NC(=O)c2ccc(F)cc2)CC1 | 0% | 0.4% | 2.6 | 1% | -1% | i | 10% | 5% | 10%
Cc1nc2ncccn2c1-c1csc(Nc2cccc(C(=O)O)c2)n1 | 0% | 0.6% | 0.7 | -3% | 6% | i | -3% | -2% | 2%
COc1ccc(OC)c(S(=O)(=O)N2CCN(c3ccccn3)CC2)c1 | 8% | -0.3% | 2.6 | -2% | 8% | i | ? | 9% | -10%
CC1CCCN(C(=O)COC(=O)Cc2ccc(Cl)cc2)C1 (stereo not drawn) | 1% | 0.5% | -0.3 | -3% | 7% | i | 3% | -8% | 7%
CCCCC(=O)OC1=CN(Cc2ccccc2)S(=O)(=O)c2ccccc21 | 0% | 0.8% | nt | nt | 27% | nt | 7% | nt | nt
CC[C@H](C)Cc1cn([C@@H](CCCN=C(N)N)C(=O)NCCCCCCCCCCC(=O)N2CCNCC2)nn1 | 9% | 4.3% | -1.4 | 0% | 26% | i | 1% | 18% | 2%
O=C(COC(=O)CNC(=O)c1ccc(Cl)cc1Cl)NC1CCCCCCC1 | -5% | 0.8% | -0.9 | 2% | 4% | i | 1% | 2% | -6%
CCS(=O)(=O)N1CCN(c2ccccc2)CC1 | -10% | 0.2% | -40* | 1% | -1% | i | -20% | 0% | 0%
O=C(N/N=C/c1cccs1)c1cc(C2CC2)nc2ccccc12 | -13% | 3.1% | -4.9 | 2% | -26% | i | -13% | -4% | 17%
Cc1cccc(NC(=O)c2cccc(S(=O)(=O)Nc3c(C)n(C)n(-c4ccccc4)c3=O)c2)c1 | -4% | -0.2% | -1.0 | nt | 19% | i | -23% | 1% | -3%
CCOC(=O)/C=C/C(=O)Nc1ccc(S(=O)(=O)Nc2c(C)cc(C)cc2C)cc1 | -1% | 1.2% | -1.9 | ? | 2% | i | ? | 3% | -1%
CCN(C(=O)CSc1nc2ccccc2n1CC(C)C)c1c(N)n(Cc2ccccc2)c(=O)[nH]c1=O | 15% | 0.4% | -0.6 | nt | 3% | i | 3% | -3% | 0%
Cc1[nH]c(-c2ccc(F)cc2)cc1C(=O)N1CCN(c2ccc(Cl)cc2)CC1 | -19% | 2.4% | -2.1 | 1% | ? | i | ? | -15% | 7%
O=C(NCc1ccncc1)C1COc2ccccc2O1 (stereo not drawn) | -2% | -0.1% | -0.3 | 1% | -2% | i | 4% | 1% | 6%
COc1ccc(CC(=O)NNC(=O)c2ccc(SCc3cc(F)ccc3F)c([N+](=O)[O-])c2)cc1 | -3% | 0.4% | 1.0 | 1% | -11% | i | ? | 13% | -4%
Cc1nn(C)c(NC(=O)c2ccc(Cl)cc2)c1Cl | -4% | -0.7% | 2.5 | 3% | -20% | i | -4% | -1% | 3%
Cc1ccc(NC(=O)Cn2c(=O)n(Cc3ccco3)c(=O)c3ccc(C(=O)NC4CCCC4)cc32)c(C)c1 | -4% | -0.6% | nt | nt | -1% | nt | -5% | nt | nt
CC(=O)Nc1ccc(S(=O)(=O)NC(=O)C23CC4CC(CC(C4)C2)C3)cc1 | -10% | -0.3% | 0.4 | 0% | 15% | i | -13% | 6% | 12%
CC(=O)c1cccc(NC(=O)Cc2cccs2)c1 | -1% | -0.6% | -3.2 | -3% | 3% | i | -2% | 10% | 10%
CCn1c(C(O)c2ccc3c(c2)OCO3)nc2ccccc21 (stereo not drawn) | -7% | -0.4% | 2.1 | 4% | 3% | i | 3% | 8% | -1%
CCCCNS(=O)(=O)CCNCc1ccco1 | 10% | 2.7% | -0.8 | 2% | 8% | i | 13% | 17% | 6%
Cc1ccc(C)c(NC(=O)C2CCN(c3cc(C)nc4c(-c5ccc(Cl)cc5)c(C)nn34)CC2)c1 | -12% | 0.3% | nt | nt | 11% | nt | -1% | nt | nt
COc1ccc(C(=O)NC(=O)CSc2nc3nc(C)cc(C)n3n2)cc1 | 3% | -0.2% | -3.4 | 0% | 6% | i | -1% | 2% | 6%
O=C(O)c1cc(NN=Nc2ccc(Br)cc2)cc([N+](=O)[O-])c1 | -2% | 22% | 1.4 | 2% | -4% | i | ? | -17% | 2%
O=c1cc(-c2ccc(Br)cc2)[nH][nH]1 | 0% | 3.7% | -1.9 | -14% | 0% | i | -17% | 11% | 11%
O=C(Nc1ccc(Br)cc1Cl)c1ccc2c(=O)n3c(nc2c1)CCC3 | 0% | 4.3% | -6.4 | -8% | 10% | i | -15% | -12% | 6%
CC(=O)c1c(C)oc2ccc(N(C(=O)c3ccncc3)S(=O)(=O)c3ccc(F)cc3C)cc12 | -8% | 0.4% | nt | nt | ? | nt | ? | nt | nt
Clc1ccc(-c2cn3cc(Cl)ccc3n2)cc1 | 12% | 7.4% | 0.1 | -8% | ? | i | -7% | 5% | 11%
COc1ccc(C(CNC(=O)c2cccnc2SC)N2CCOCC2)cc1 (stereo not drawn) | -3% | 0.1% | 2.3 | 1% | 3% | i | -1% | 5% | 8%
CCC(=O)c1cc2c(cc1NC(=O)C(C)C)OCCO2 | -4% | -0.1% | -3.6 | 0% | -3% | i | -5% | 13% | 8%
CC1=CCC(C(=O)N/N=C/c2cccs2)C(c2ccc(F)cc2)C1 (stereo not drawn) | -2% | -0.5% | 0.9 | -1% | -13% | i | ? | -6% | 6%
CCOc1ccc(NC2=NC(C)(C)N=C(N)N2)cc1 | -4% | -0.4% | -2.1 | 0% | 4% | i | -10% | -4% | 8%
COc1ccc(N2CCN(CCNS(=O)(=O)c3cccc4nsnc34)CC2)cc1 | 2% | 0.5% | -0.7 | -2% | -20% | i | 19% | 8% | 2%
COc1ccccc1CNc1nc(NCc2ccc(C)cc2C)c2sccc2n1 | nt | 0.5%[9.22 µM] | 0.5 | nt | nt | i | ? | -9% | 10%
COc1ccc(NC(=O)CC(C)c2ccccc2)c([N+](=O)[O-])c1 (stereo not drawn) | 10% | -0.4% | 1.0 | 0% | 4% | i | 13% | 6% | 5%
COc1cc(/C=C(/NC(=O)c2ccccc2Cl)C(=O)O)cc(OC)c1OC | -1% | -0.4% | -2.9 | -3% | 4% | i | ? | 16% | -10%
C=CCn1c(SCC(=O)Nc2cc(OC)c(NC(=O)c3ccco3)cc2OC)nnc1-c1ccncc1 | 8% | -1.0% | -0.3 | 1% | -6% | i | -19% | 0% | -10%
CN(C)CCN(CC1CCCN(Cc2ccccc2F)C1)C(=O)c1ccc(F)cc1 (stereo not drawn) | ? | 0.1% | -1.9 | -6% | -5% | i | -2% | 3% | 8%
C=CCn1c(C)cc(C(=O)CSc2nnc3c(Cl)cc(Cl)cn23)c1C | -14% | 0.3% | 1.1 | 0% | 0% | i | -18% | 0% | 8%
CS(=O)(=O)N1CCc2cc(S(=O)(=O)N3CCCCC3)ccc21 | -2% | -0.8% | -2.5 | 4% | -9% | i | -22% | -2% | 2%
COc1cc(OC)cc(-c2c(Sc3ccccc3)c3cc(-c4cnc(N5CCOCC5)nc4)ccc3n2C)c1 | nt | -1.0% | -0.5 | nt | nt | i | nt | 16% | 2%
COC(=O)[C@@]1(C)[C@H]2C(=O)N(C)C(=O)[C@H]2[C@H]2CN=C(SCc3ccccc3)N21 | -1% | -1.0% | -1.6 | 3% | ? | i | ? | -1% | 6%
Clc1ccccc1CNCC1CCCO1 (stereo not drawn) | 5% | -0.9% | -1.4 | -3% | -4% | i | 5% | -5% | 8%
CC(C)c1ccc2[nH]c3nc(SCC(=O)N4CCOCC4)nnc3c2c1 | -4% | 3.0% | -1.1 | 3% | ? | i | -29% | -1% | 4%
Cc1cccc(NC(=O)CSc2nc(-c3cccc(C)c3)nc3c2Cc2c(CO)cnc(C)c2O3)c1 | 10% | 7.0% | nt | nt | ? | nt | -4% | nt | nt
Cc1ccc2[nH]c(=O)c(CN(Cc3ccco3)S(=O)(=O)c3c(C)ccc4nsnc34)cc2c1 | 4% | 8.1% | 1.0 | ? | ? | i | -12% | -1% | 15%
Cc1ccc(/C=C/C(=O)c2ccc(N3CCOCC3)cc2)s1 | 4% | 15% | -4.8 | i | ? | i | -1% | -6% | ?
CCCNC(=O)c1cc(C2CCCN(C(=O)c3ccc(NC(C)=O)cc3)C2)on1 (stereo not drawn) | nt | 0.2% | -3.4 | nt | nt | i | -5% | 14% | 1%
Cn1nc(C(=O)NNC(=O)C2CSC3(C)CCC(=O)N23)c2ccccc2c1=O (stereo not drawn) | -4% | -0.6% | -1.9 | -1% | 14% | i | -21% | 11% | -2%
